MCF10A rereplic = A quantitative high throughput screen for small molecules that induce DNA re-replication in MCF 10a normal breast cells; MCF 10A DNA re-replication, Hoechst nuclear intensity, 48 h; Potency, µM (doses to about 46.1 µM), inactives show top-dose activity, positive = re-replication, usual class: activators; actives 2.9% (n = 350,000); AID 624296, 2012; note: potency is the fitted concentration of half-maximal effect; % of control where 0% means no effect; nearly all actives have a fitted effect of over 50% in size
HT1080 IDH1KD tx = qHTS for induction of synthetic lethality in tumor cells producing 2HG: qHTS for the HT-1080-IDH1KD cell line; actives 2% (n = 360,000); HT-1080 IDH1 knockdown viability, ATP luminescence, 48 h; Potency, µM (titrated, usually from 46.1 µM), for inactives: top-dose activity, negative = toxicity, actives largely listed as cytotoxic;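 note: potency is the fitted concentration of half-maximal effect; 0% = DMSO wells and -100% = cell-free medium wells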
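Luminescent ATP read-out (CellTiter-Glo, 10 min at room temperature) after 48 h compound exposure at 37 °C gave viability of IDH1-knockdown HT-1080 cells. Activity was normalised to DMSO and cell-free wells, then fitted as concentration-response curves.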
ATXN2 expr inh = Primary qHTS for Inhibitors of ATXN expression. AID 1745845, 2022. actives 0.72% (n = 360,000). Potency, µM (top dose mostly 57 µM), for the others: top-dose activity change, negative = inhibition, most hits filed as inhibitors. HEK-293 ATXN2-luciferase reporter, luminescence, 24 h; note: potency is the fitted concentration of half-maximal effect; % is set by controls: 0 for no effect and ±100 for the full control effect; nearly all actives have a fitted effect of over 55% in size
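qHTS (up to 57 uM final) was run with 24 h compound exposure of reporter cells at 37 °C. Each well was multiplexed: SteadyGlo luminescence measured ATXN2-luciferase expression after a fluorogenic Gly-Phe-AFC viability readout (25 uM final).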
IL1B secr inh = qHTS for Inhibitors of Inflammasome Signaling: IL-1-beta AlphaLISA Primary Screen; THP-1 LPS/ATP IL-1B secretion, AlphaLISA, 16 h; stronger effect = lower value; actives 4.7% (n = 360,000); AID 743279, 2014; activity change, % at 57.5 µM; in the data active = activity change below about -50%; inconclusive = mostly about -30% to -49%; note: % is set by controls: 0 for no effect and ±100 for the full control effect
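Secreted IL-1B measured by AlphaLISA bead assay after 16 h compound exposure of THP-1 cells; compounds (final up to 57.5 uM) added 1 h before LPS (250 ng/mL) and ATP (1.25 mM) stimulation; lower signal means less secretion.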
KB-3-1 tox = qHTS assay for MDR1-selective chemotherapeutics: Primary screen using the parental adenocarcinoma cell KB-3-1. AID 1347075, 2019. actives 1.4% (n = 400,000). Potency, µM (doses to about 46.1 µM), for the others: at the top dose activity change, negative = cytotoxic, hits mostly cytotoxic. KB-3-1 viability, CellTiter-Glo ATP luminescence, 72 h; note: potency is the fitted concentration of half-maximal effect; % is set by controls: 0 for no effect and ±100 for the full control effect; nearly all actives have a fitted effect of over 60% in size
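KB-3-1 parental drug-naive adenocarcinoma cells in DMEM/10% FBS, incubated 72 h at 37 C with pin-transferred compounds across a concentration series. Viability by CellTiter-Glo luminescence; concentration-response curves fitted after normalization.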
ATXN viability = Viability Counterscreen for Primary qHTS for Inhibitors of ATXN expression | Potency, µM (highest dose often 56.7 µM), hits mostly cytotoxic | actives 0.49% (n = 400,000) | AID 651635, 2014 | S2 cells (HEK-293 line with an ATXN2-luciferase reporter) viability, CellTiter-Fluor protease fluorescence, 24 h; note: potency is the fitted concentration of half-maximal effect; nearly all actives have a fitted effect of over 40% in size
HepG2 viability = qHTS for Inhibitors of TGF-b: Cytotox Counterscreen; actives 0.76% (n = 410,000); Potency, µM (titrated, usually from 46.1 µM), without a hit: at the top dose activity change, negative = cytotoxicity, usual class: cytotoxic; HepG2 CAGA-GFP viability, ATP luminescence, 18 h; AID 588856, 2011; note: potency is the fitted concentration of half-maximal effect; some results filed as inactive show a strong effect at the top dose
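HepG2 CAGA-GFP cells (1000/well, DMEM with 1% FBS) received compound, then TGF-beta at 500 pg/mL final, and were incubated 18 hours at 37 degrees C. Viability was read by CellTiter-Glo luminescence. Media-only wells were set as complete cell-killing and DMSO as no toxicity.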
SW480 rereplic = A quantitative high throughput screen for small molecules that induce DNA re-replication in SW480 colon adenocarcinoma cells; actives 1.8% (n = 340,000); Potency, µM (highest dose often 46.1 µM), for inactives: top-dose re-replication activation, usual class: activators; SW480 DNA re-replication, Hoechst DNA content imaging, 48 h; note: potency is the fitted concentration of half-maximal effect; % of control where 0% means no effect; nearly all actives have a fitted effect of over 55% in size
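SW480 cells exposed to compounds for 48 hr at 37 C, 5% CO2, then Hoechst-stained 40 min. Nuclear DNA content imaged by fluorescence scanning (405 nm excitation, 500-530 nm emission); re-replication scored as increased high-intensity nuclei.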
HT1080NT lethal = qHTS for induction of synthetic lethality in tumor cells producing 2HG: qHTS for the HT-1080-NT fibrosarcoma cell line. HT-1080-NT fibrosarcoma viability, CellTiter-Glo ATP luminescence, 48 h. Potency, µM (titrated, usually from 46.1 µM), inactives show at the highest dose activity, negative = less viability, usual class: cytotoxic. actives 1.6% (n = 360,000);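 note: NT is the 2HG producing partner of a matched IDH1 knockdown line; potency is the fitted concentration of half-maximal effect; 0% = DMSO-treated cells and -100% = media-only wells without cells; nearly all actives have a fitted effect of over 55% in size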
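Toxicity toward the 2HG-producing NT line was scored as %Activity, normalised to DMSO and no-cell wells, from CellTiter-Glo luminescence after 48 hours' treatment.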
An asterisk follows results filed as active; i = inactive; ? = inconclusive; nt = not tested or not shown; [ ] = remark or other dose. Unless noted, calls come from the whole dose curve; as a rule, active = well fitted curve in the direction sought with a large enough effect; inconclusive = small, poorly fitted or top-dose-only effect, or another doubt; inactive = no such curve, though single readings can be large; an effect the other way counts as inactive or inconclusive.

SMILES	MCF10A rereplic	HT1080 IDH1KD tx	ATXN2 expr inh	IL1B secr inh	KB-3-1 tox	ATXN viability	HepG2 viability	SW480 rereplic	HT1080NT lethal
CCOC(=O)C1C(C(=O)NN)C1C(=O)Nc1ccccc1 (stereo unspecified)	-46.3%[inhibitor]	0.8%	-0.9%	0.9	3.3%	nt	-20.1%	-3.7%	2.7%
CC(=O)N1N=C(c2cccc(O)c2)CC1c1cccs1 (stereo unspecified)	?	-8.8%	26.2%	-12.1	4.7%	i	-2.7%	-24.3%	-1.1%
COc1ccccc1CNC(=O)c1ccncc1	-5.3%	1.7%	6.4%	0.0	6.9%	i	-1.9%	-7.5%	0.1%
O=C(OCc1cn([C@H]2C[C@H](c3ccc(Cl)cc3)N(C(=O)c3cccs3)C[C@@H]2O)nn1)c1ccccc1	nt	13.8%	10.2%	10.6	7.9%	i	-2.8%	nt	13.5%
CCOC(=O)C1CCCN(/C=C2\SC(=S)N(CC)C2=O)C1 (stereo unspecified)	7.6%	-1.8%	nt	5.9	-13.2%	i	-0.5%	?	8.9%
CCOc1ccc2nc(NC(=O)CSc3nc(SC)ns3)sc2c1	10.2%	5.8%	69.8%[activator]	18.5	28.9%	i	0.3%	9.2%	11.3%
O=C(NCCc1ccc(Cl)cc1)C1CC(=O)N(CCc2ccccc2)C1 (stereo unspecified)	7.5%	12.8%	-7.9%	-7.9	-13.8%	i	7.3%	-9.1%	7.1%
C=CCN1C(=O)/C(=C/c2ccsc2)SC1=S	-0.1%	1.8%	-16.6%	0.0	13.8%	i	4.8%	19.6%	-1.6%
C=CCC(=O)N1CCC(n2nccc2NC(=O)c2ccc3c(c2)OCO3)CC1	nt	4.6%	nt	11.3	37.7%	i	-14.6%	nt	9.1%
Cc1ccc(NC(=S)N(CCCN2CCOCC2)Cc2ccccn2)cc1Cl	7.7%	-4.5%	-15.5%	-4.1	4.2%	i	-17.5%	-7.9%	-1.2%
CC#CCN1c2ccccc2[C@]23C[C@@H](C(=O)OC)N(C(C)=O)C2=NC(C(=O)OC)=C(C(=O)OC)[C@H]13	?	6.0%	2.5%	8.6	17.8%	i	-7.5%	-52.2%[inhibitor][9.22 µM]	-1.2%
CCC(=O)Nc1cccc(NC(=O)c2ccccc2Br)c1	-4.8%	18.1%	5.3%	2.4	15.2%	i	9.0%	-5.7%	15.0%
CC(=O)N1c2ccc(S(=O)(=O)NCC3CCC(C(=O)NC4CCCCC4)CC3)cc2CC1C (stereo unspecified)	-2.0%	-24.3%	nt	-8.3	0.0%	i	-13.7%	-8.1%	?
COc1cc(N)c(Cl)cc1C(=O)OCC(=O)N1CCCCCC1	-1.1%	-1.4%	3.1%	-0.5	13.8%	i	6.4%	-36.6%[inhibitor]	-0.5%
CCOC(=O)c1cc2c(=O)n3ccccc3nc2n(CC(C)C)c1=NC(=O)c1cc2ccccc2o1	nt	nt	6.2%	nt	-2.6%	i	-2.0%	nt	nt
Cc1c(C#N)c(NC(=O)CCl)n(Cc2cccs2)c1C	?	?	?	-105.0*	?	nt	-81.4%	5.8µM*	16.4µM*
CCc1cccc(C)c1NC(=O)COC(=O)CCn1c(C)csc1=O	nt	9.5%	nt	10.2	8.4%	i	-23.1%	nt	2.0%
COc1ccc(CCNC(=O)CSc2nc3[nH]ncc3c(=O)n2-c2ccc(Br)cc2)cc1OC	-3.5%	7.0%	nt	0.0	1.7%	?	4.1%	2.7%	-5.1%
COc1ccc(C(=O)N[C@H](C(=O)NCc2ccco2)C(C)C)cc1	-4.2%	14.7%	4.0%	9.5	-3.7%	i	11.2%	2.7%	12.2%
C=CCNC(=S)NNC(=O)c1ccc(Br)o1	-0.8%	15.2%	7.1%	1.4	16.6%	i	6.3%	1.3%	2.9%
CSc1cccc(NC(=O)CNS(=O)(=O)c2ccccc2)c1	-1.0%	-12.5%	4.2%	13.2	1.3%	i	-2.2%	-6.9%	-3.4%
CCOc1ccc(NC(=O)CSc2nc3ccsc3c(=O)n2CCCCC(=O)O)cc1	nt	8.8%	nt	14.7	0.4%	i	-34.3%	nt	2.6%
COc1ccc(-c2nc(Cn3c(SCc4cccc(F)c4)nc4ccncc43)c(C)o2)cc1OC	?	-7.2%	-11.9%	?	0.2%	?	-32.9%	5.9%	-24.0%
CC1(c2nnnn2-c2ccc3c(c2)OCCO3)CCC(=O)N1CCOc1ccccc1 (stereo unspecified)	nt	14.7%	16.2%	23.0	9.3%	i	nt	nt	11.8%

Only IL1B secr inh and ATXN viability, for some of the entries so far:
| structure | IL1B secr inh | ATXN viability |
| --- | --- | --- |
| COc1cc(N)c(Cl)cc1C(=O)OCC(=O)N1CCCCCC1 | -0.5 | i |
| CCOC(=O)c1cc2c(=O)n3ccccc3nc2n(CC(C)C)c1=NC(=O)c1cc2ccccc2o1 | nt | i |

The list continues:
SMILES	MCF10A rereplic	HT1080 IDH1KD tx	ATXN2 expr inh	IL1B secr inh	KB-3-1 tox	ATXN viability	HepG2 viability	SW480 rereplic	HT1080NT lethal
CC(C)On1c(SC(C)C)nc2ccccc2c1=O	0.8%	-3.8%	nt	0.0	6.8%	nt	0.5%	-16.9%	3.2%
O=C(NN=Cc1ccc2c(c1)CCC2)c1ccccc1O	nt	5.1%	nt	-24.6	0.0%	i	-19.9%	nt	0.6%
CC1CN(C(=O)C2CCCCC2)C(C)CN1C(=O)C1CCCCC1 (stereo unspecified)	1.4%	21.3%	6.5%	15.7	2.7%	i	-89.4%	-1.4%	21.7%
CC(=O)Nc1ccc(S(=O)(=O)Nc2nc(C)cc(-n3nc(C)cc3C)n2)cc1	-5.9%	9.1%	i	11.3	4.9%	nt	3.2%	-0.5%	-1.5%
COc1cc(C2C(c3ccccc3)C(c3cc(OC)cc(=O)o3)C2c2ccccc2)oc(=O)c1 (stereo unspecified)	?	-9.1%	-21.8%	?	-5.8%	i	-19.6%	6.4%	-1.7%
Cc1cccc(C(=O)Nc2cccc(Br)c2)c1[N+](=O)[O-]	-1.6%	-5.6%	nt	-20.6	0.0%	?	-6.1%	-8.8%	1.3%
COc1ccc(OC)c(NC(=O)CSc2nc(-c3ccccc3)cc(=O)[nH]2)c1	0.0%	-0.1%	nt	24.3	-2.1%	i	4.2%	2.4%	-2.3%
Cc1sc(NC(=O)c2cc(-c3ccc(Cl)cc3)nc3ccccc23)c(C(N)=O)c1C	18.4µM*	-11.7%	?	7.1	-28.1%	?	-1.6%	?	-12.9%
COc1ccc(CCNC(=O)COC(=O)Cc2cccc(F)c2)cc1	2.8%	11.3%	-4.6%	33.8	7.3%	i	2.0%	-63.9%[inhibitor]	12.2%
NC(=O)c1oc2ccccc2c1NC(=O)c1ccccc1	-3.9%	-23.2%	0.2%	4.0	8.1%	i	-10.1%	-6.8%[9.22 µM]	0.1%
N#Cc1cccc(NC(=O)CCNS(=O)(=O)c2ccc3[nH]c(=O)oc3c2)c1	-2.3%	-0.4%	-0.1%	-3.8	-16.0%	i	14.4%	-11.1%	-2.0%
CN1CCc2c(sc(NC(=O)C3CCN(S(=O)(=O)c4cccs4)CC3)c2C(N)=O)C1	2.7%	3.1%	4.1%	-10.9	11.9%	i	1.8%	-1.3%	5.2%
O=c1[nH]oc2cc(Cl)ccc12	0.8%	-7.6%	nt	-3.9	-1.9%	i	-2.0%	-11.9%	-4.2%
CCOP(=O)(c1c(F)c(F)c(F)c(F)c1F)C(O)c1ccccc1 (stereo unspecified)	-2.6%	8.7%	1.3%	-25.0	-4.1%	i	-5.2%	-2.9%	1.7%
N/C(=N\OC(=O)Cc1ccc(Cl)cc1)c1ccccn1	-0.9%	-0.1%	32.5%	-1.9	-0.6%	i	-21.1%	-3.9%	-2.6%
CC(C)Oc1ccc(CN2CCc3nc(Nc4ccc5c(c4)OCCO5)ncc3C2)cc1	nt	nt	-29.9%	nt	3.5%	i	-34.8%	nt	nt
COc1cc(C(F)(F)F)ccc1C(=O)NCCc1ccco1	0.6%	?	39.4%[activator]	?	6.2%	i	-8.1%	-13.8%	?
Cc1nn(-c2ccccc2)c2c1C(O)n1c(nc3ccccc31)S2 (stereo unspecified)	16.4µM*	-0.5%	?	-86.0*	-19.2%	?	-15.6%	-3.0%	5.2%
CC(C)(C)C(=O)NC(=S)N1CCc2ccccc21	9.5%	0.8%	nt	11.9	2.8%	i	-13.0%	?	0.7%
Cc1ccc(C(=O)C(C)OC(=O)C2=COCCO2)cc1C (stereo unspecified)	10.0%	-4.3%	-1.8%	0.0	-22.5%	i	-1.0%	5.5%	2.4%
CSc1ncc(C(=O)N2CCN(c3cccc(C(F)(F)F)c3)CC2)c(C)n1	nt	nt	-19.9%	nt	2.9%	i	-3.4%	nt	nt
Cc1ccc(NC(=O)COc2cccc3ccc(C)nc23)c(Br)c1	9.5%	-8.4%	-22.1%	0.5	-3.4%	i	-50.6%	-2.5%	-3.8%
COc1ccc(S(=O)(=O)N(C)C[C@H]2OCc3cnnn3CCCC(=O)N([C@H](C)CO)C[C@H]2C)cc1	nt	-4.0%	6.9%	-20.0	?	i	7.4%	nt	15.6%
CCOC(=O)c1cccc(NC(=O)c2cc(S(=O)(=O)N3CCCCCC3)cn2C)c1	nt	nt	1.5%	nt	-3.8%	i	-27.5%	nt	nt

High-throughput results deposited in PubChem by National Center for Advancing Translational Sciences (NCATS).
